High-throughput results from PubChem BioAssay.
Lipid storage S3: qHTS Assay for Lipid Storage Modulators in Drosophila S3 Cells; Drosophila S3 cells, BODIPY lipid droplet fluorescence, 18-24 h; cells fed with added oleic acid; 320,000 tested, 0.64% active; Potency in µM for hits, for the others lipid storage change, negative = inhibition, % at the top dose, mostly 46.1 µM; active = well fitted inhibition curve with a large enough effect in the signal ratio, with a control signal flat, not every such curve was filed as active; inconclusive = small, poorly fitted or top-dose-only effect, or effect the other way, or a change in a side signal; the % refers to the signal ratio
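Drosophila S3 cells loaded with oleic acid (400 uM, as added) and compounds at several concentrations; lipid droplets imaged by 488-nm laser-scanning cytometry, 500–530 nm intensity and object ratio to cell channel. Percent activity normalized to 20 uM Triacsin C.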
Lipid storage S3 cell count max: also measured in Lipid storage S3; calls as there; cell number change, %; measured here: cell count max response;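 cells counted by Cell Tracker Red CMTPX staining in the red channel; peak over a dose series mostly up to 46.1 µM; percent activity relative to internal control wells on each plate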
* hit, by the source's call; i = inactive; u = inconclusive; x = no result given; [ ] = dose if it differs, or a comment. % is set by controls: 0 for no effect and ±100 for the full control effect; potency is the fitted concentration of half-maximal effect. The list is partial (hit frequency here may not be typical).

A first look (6 entries):
SMILES	Lipid storage S3	Lipid storage S3 cell count max
Cc1nc2ccccn2c1C(=O)N/N=C/c1ccc([N+](=O)[O-])cc1	u	x
O=C(CSc1nc(C2CC2)nc2sc3c(c12)CCCC3)NCc1ccco1	i	-1.5
Clc1ccc(-c2nc(Cc3ccccc3)no2)cc1	u	x
O=C(Cn1c(NCCO)nc2ccccc21)c1cccs1	u	x
NC1=NC[C@H](c2ccccc2)N1CCc1cccc(F)c1	-6.3%	6.6
Cc1cc(C(=O)N2CCN(C(=O)c3ccco3)CC2)ccc1[N+](=O)[O-]	u	x

The whole of this part, previewed entries included:
SMILES	Lipid storage S3	Lipid storage S3 cell count max
Cc1nc2ccccn2c1C(=O)N/N=C/c1ccc([N+](=O)[O-])cc1	u	x
O=C(CSc1nc(C2CC2)nc2sc3c(c12)CCCC3)NCc1ccco1	i	-1.5
Clc1ccc(-c2nc(Cc3ccccc3)no2)cc1	u	x
O=C(Cn1c(NCCO)nc2ccccc21)c1cccs1	u	x
NC1=NC[C@H](c2ccccc2)N1CCc1cccc(F)c1	-6.3%	6.6
Cc1cc(C(=O)N2CCN(C(=O)c3ccco3)CC2)ccc1[N+](=O)[O-]	u	x
Cc1nn(CC(=O)NCCc2ccc(Cl)cc2)c(C)c1[N+](=O)[O-]	u	x
CN1CCN(c2ccc(CNS(=O)(=O)c3ccc(F)cc3Cl)cc2)CC1	u	x
COc1cc(C(=O)N/C(=C\c2cn(C)c3ccccc23)C(=O)NCCCn2ccnc2)cc(OC)c1OC	0.5%	x
CCCCCNC(=O)C(C#N)c1nc2ccccc2nc1N1CCCC1 (centres undefined)	i	2.9
O=C(CSc1nnc(SCc2ccccc2)s1)NNC(=S)Nc1ccccc1	12.7%	12.0
CCCc1cc(=O)[nH]c(SCC(=O)Nc2cc3c(cc2C(C)=O)OCO3)n1	u	x
CC(=O)Nc1ccc(NC(=O)C(C)OC(=O)C(C)SCC(=O)Nc2ccc(C)cc2)cc1 (centres undefined)	i	x
CC(/C=N/NC(=O)c1ccc(CN2c3cccc4cccc(c34)S2(=O)=O)cc1)c1ccccc1 (centres undefined)	10.2%	8.0
N#Cc1c(Cn2cncn2)nc(=O)n(-c2ccccc2)c1N	17.5%[9.22 µM]	-6.7
COc1ccc2nc(N3CCCC(C(=O)NCCCN4CCN(C)CC4)C3)sc2c1 (centres undefined)	i	x
Cc1ccc2c(c1C)OC(=O)CC2(C)C	i	-0.4
COc1ccccc1OCC(=O)NCCCn1ccnc1	u	x
Cc1cc(NC(=O)CCC(=O)N(CCC(C)C)CC(=O)NCC2CCCO2)no1 (centres undefined)	u	x
O=C(Oc1ccccc1)c1ccc(-n2cnnn2)cc1	u	x
CCn1c(C)nnc1SCC(=O)NC1CCCC1	u	x
CCN(CC)C(=O)COc1ccc(/C(C)=N/NC(=O)c2ccccc2Br)cc1	-17.2%	x
C#CCNC(=O)C1=C[C@H](c2csc3ccccc23)[C@@H](CCCO)[C@H](OCC)O1	u	x
COc1ccc(CCNC(=O)c2c(O)c3ccccc3n(C)c2=O)cc1	u	x
O=C(CCN1CCCCC1c1cccnc1)NCc1ccccc1 (centres undefined)	i	x
(continued)
SMILES	Lipid storage S3	Lipid storage S3 cell count max
Cc1cccc2sc(NNC(=O)c3ccc(S(=O)(=O)N4CCCC(C)C4)cc3)nc12 (centres undefined)	u	x
CC(=O)Nc1ccc2nc(C3CCCCC3)[nH]c2c1	-5.8%	2.2
CCOc1ccc(NC(=O)CN(C)C(=O)C2CCCO2)cc1OCC (centres undefined)	u	x
Cc1ccc(-n2ncc3c(NCCCOC(C)C)ncnc32)c(C)c1	9.7%	2.1
O=S(=O)(NCc1ccco1)c1ccccc1Br	-1.7%	-5.9
COCC(=O)N(c1ccccc1)C(C)C(=O)OC (centres undefined)	u	x
COc1cc(/C=C2/SC(=O)N(Cc3ccccc3Cl)C2=O)ccc1OCc1ccncc1	-5.9%	-13.7
COc1ccc(-n2c(C)nc3cc(C(=O)O)ccc32)cc1	u	x
NC(CO)c1cn([C@@H](CCC(=O)O)C(=O)N2CCNCC2)nn1 (some centres undefined)	0.0%	-10.2
CCCNC(=O)c1cc(S(=O)(=O)N2CCCCC2)c[nH]1	13.0%	5.4
CCn1c2ccccc2c2cc(/C=N/NC(=O)c3ccccc3)ccc21	u	x
CCOC(=O)c1c(C)n(C)c2ccc(O)c(CN3CCN(C)CC3)c12	17.6%	-14.4
COC(=O)c1ccc(NC(=O)c2snnc2-c2ccccc2)cc1	5.5%	8.2
COCC(C)n1c(C)cc(C(=O)COC(=O)c2ccc(N3CCCC3=O)cc2)c1C (centres undefined)	u	x
Cn1nccc1C(=O)N1CCc2c([nH]c3ccccc23)C1c1ccc(F)cc1 (centres undefined)	2.8%	2.3
CC1Cc2ccccc2N1CC(=O)Nc1cccc(S(N)(=O)=O)c1 (centres undefined)	u	x
O=C(NCc1ccc(F)cc1)Nc1cccc(Cl)c1	u	x
Cc1ccc(S(=O)(=O)c2cc(C)cc(S(=O)(=O)Nc3ccc(C(=O)O)cc3)c2C)cc1	i	x
O=C(CN1CCN(c2ccccc2)CC1)N/N=C/c1cccc(F)c1	u	x
COc1ccccc1C(CNc1ncnc2sc(C)c(C)c12)N(C)C (centres undefined)	i	-18.3
O=C(NCC1CCCO1)C(c1ccncc1)N(Cc1ccc(F)cc1)C(=O)CN1C(=O)c2ccccc2S1(=O)=O (centres undefined)	18.3%	-1.6
Cc1ccc(/C=C/C(=O)N2CC(C)CC(C)C2)o1 (centres undefined)	-7.3%	-1.4
CCN(CC(=O)NC(=O)NCc1ccco1)Cc1ccccc1	18.5%	7.8
O=C(NCc1cccs1)c1ccc(CS(=O)Cc2cccc(Cl)c2)o1 (centres undefined)	u	x
Cc1nonc1C(=O)N/N=C/c1ccncc1	-17.5%	-16.6
New compounds follow:
SMILES	Lipid storage S3	Lipid storage S3 cell count max
N#C/C(=C\c1ccc([N+](=O)[O-])cc1)C(=O)NCCCn1ccnc1	u	x
COc1ccc(OC)c(Nc2nc3nonc3nc2N2CCCCC2)c1	-19.6%	-0.6
COC(=O)Cc1nc(Nc2ccccc2)sc1C	-2.3%	21.0
COc1ccc(C(C)(C)C)cc1NC(=O)c1ccoc1C	u	x
Cc1cc(C)n(C(=O)/C(C#N)=C/N(C)C)n1	u	x
O=C(Cc1c(F)cccc1Cl)NCc1cccnc1	u	x
O=c1sc(/C=N/Nc2ccccc2)c(Cl)n1Cc1ccccc1	u	x
Cc1nc2ncnn2c(N2CCC(C(=O)NC3CCCC3)CC2)c1Cc1ccccc1	u	x
C/C(=N/OC(=O)c1cccc(C(F)(F)F)c1)c1cnccn1	u	x
CCCS(=O)(=O)c1nc(S(=O)(=O)c2ccc(C)cc2)c(N2CC(C)OC(C)C2)s1 (centres undefined)	18.4µM*	-24.5*
CC(Sc1nnc(Cc2ccc3c(c2)OCO3)o1)C(N)=O (centres undefined)	-8.2%	-3.1
CC(=O)N1CCN(C(=S)c2ccc(-c3ccc(Cl)cc3)o2)CC1	u	x
COc1cc(/C=N/NC(=O)c2cccc3ccccc23)cc(OC)c1OC	-9.1%	-9.0
CCC(=O)NC1=C(C#N)C2(CCCC2)Cc2ccccc21	10.0%	5.0
CSCc1nnc(NC(=O)c2ccc(S(=O)(=O)N(C)C)cc2)o1	-41.1%	-54.1
O=C(Cc1ccccc1[N+](=O)[O-])NCc1ccco1	-4.2%	-14.6
CCOc1cc(/C=C2/C(=O)NN(c3cccc(Cl)c3)C2=O)ccc1O	23.9%	-8.2
Cc1cc(N/C(=N\S(=O)(=O)c2ccc(F)cc2F)c2ccccc2)no1	u	x
CC(=O)c1cc(CN2CCN(CCC(C)C)C(CCO)C2)cs1 (centres undefined)	-5.0%	10.4
CCOc1ccc2nc(NC(=O)NC3CCCCC3)sc2c1	5.1%	-13.6
COc1ccc(-c2nnc(SC)n2C)cc1	u	x
COc1ccc(NC(=O)CSc2nnnn2C2CCCC2)c(OC)c1	u	x
O=C(CSc1nnc(CNC(=O)c2ccccc2)o1)NCCc1ccccc1	u	x
CCc1cc(C(=O)Cc2ccc(F)cc2)c(O)cc1O	u	x
CCOc1ccc(CCNC(=O)COC(=O)c2cccc(S(=O)(=O)N3CCOCC3)c2)cc1OCC	u	x
(more compounds)
SMILES	Lipid storage S3	Lipid storage S3 cell count max
COc1ccccc1NC(=O)CSc1nnc(COc2ccccc2OC)n1C	-8.1%	10.0
CC(C)N(C(=O)/C=C/c1cccc([N+](=O)[O-])c1)C(C)C	0.4%	17.3
S=C(NCc1ccc(Cl)cc1)NC1CCN(Cc2ccccc2)CC1	u	x
COc1cc(Cl)c(CN2CCC(CCC(=O)NC3CC3)CC2)cc1OC	u	x
COc1ccccc1C(=O)OCCN=C1NS(=O)(=O)c2ccccc21	u	x
CCCn1c(N)c(N2CCCCC2)c(=O)n(CC(=O)Nc2ccc(OC(F)(F)F)cc2)c1=O	u	x
O=C1CC(N(CCc2ccccc2)C(=S)Nc2ccccc2)C(=O)N1c1ccc(Br)cc1 (centres undefined)	u	x
Cc1sc2ncn(Cc3ccccc3F)c(=O)c2c1C	u	x
Cc1cccc(CSCc2ccc(C(=O)NC3CCCC3)o2)c1	4.0%	12.6
O=C1Nc2ccc(NS(=O)(=O)c3cccs3)c3cccc1c23	u	x
CCOC(=O)c1ccccc1NC(=S)N1CCN(C(=O)c2ccco2)CC1	i	-3.2
Cc1c(Br)c(=O)[nH]c(=O)n1COCc1ccccc1	-13.7%	1.1
CCn1ncc(CNC(=O)c2cccc([N+](=O)[O-])c2)c1C	-1.5%	-0.4
O=C(CCC1CCCN(C(=O)c2cc(C3CC3)[nH]n2)C1)N1CCN(c2ccccn2)CC1 (centres undefined)	u	x
Nc1ccc(C(=O)OCc2nc3ccccc3[nH]2)cc1	10.7%	5.4
CCC1(C)Cc2c(sc3nc(SCC(=O)c4ccccc4)[nH]c(=O)c23)CO1 (centres undefined)	-0.8%	0.7
COCCn1c(SCC(=O)NC2CCCC(C)C2C)nc2ccccc2c1=O (centres undefined)	u	x
CC1=C(C(=O)OCc2ccccc2)C(c2ccc(Cl)cc2Cl)NC(=O)N1CCCC(=O)O (centres undefined)	-1.6%	-6.8
COc1ccc(C2C(C#N)=C(N)OC3=C2C(=O)CC(C)(C)C3)cc1Cn1nc(C)c([N+](=O)[O-])c1C (centres undefined)	9.7%	4.1
Cc1cc(C)nc(NC(=O)NC(=O)c2ccccc2)n1	u	x
Nc1ccccc1Oc1ccc2ccccc2c1	u	x
COc1cc2cc(C(=O)O)n(C)c2c(OC)c1OC	-4.7%	-7.9
COc1ccc(CNC(=O)/C=C/c2ccc(S(=O)(=O)NCc3ccco3)cc2)cc1OC	u	x
O=C(Cc1ccc(Cl)cc1)N/N=C1\CCCc2ccccc21	-27.8%	-13.6
Cn1ncc(Cl)c1C(=O)NNC(=O)Nc1cccc2ccccc12	u	x

Record cards (already shown). Order of screens: Lipid storage S3 | Lipid storage S3 cell count max
Shown for `CCCS(=O)(=O)c1nc(S(=O)(=O)c2ccc(C)cc2)c(N2CC(C)OC(C)C2)s1` (centres undefined) → 18.4µM* | -24.5*
Shown for `S=C(NCc1ccc(Cl)cc1)NC1CCN(Cc2ccccc2)CC1` → u | x
Shown for `CCC(=O)NC1=C(C#N)C2(CCCC2)Cc2ccccc21` → 10.0% | 5.0
Shown for `O=C(NCc1cccs1)c1ccc(CS(=O)Cc2cccc(Cl)c2)o1` (centres undefined) → u | x
Shown for `O=C(Cc1c(F)cccc1Cl)NCc1cccnc1` → u | x

(continued)
SMILES	Lipid storage S3	Lipid storage S3 cell count max
CCc1ccc2c(CC(=O)NNC(=O)c3ccncc3)coc2c1	12.6%	-4.1
Cc1ccc(N(C(=O)c2snc(C(N)=O)c2N)C(C(=O)NCC2CCCO2)c2ccc(C)o2)c(C)c1 (centres undefined)	u	x
CCOC(=O)c1cccc(NC(=O)CSc2nnc(-c3cccnc3)n2CC)c1	i	x
CCn1cc([N+](=O)[O-])c(C(=O)Nc2c(C)nn(Cc3c(F)c(F)c(F)c(F)c3F)c2C)n1	u	x
CC(C)(Oc1ccc(Cl)cc1)C(=O)NC1CCN(Cc2ccccc2)CC1	u	x
CN(C)S(=O)(=O)c1cccc(C(=O)OCC(=O)c2ccc3c(c2)NC(=O)CO3)c1	i	x
C/C(=N\NS(=O)(=O)c1cccc([N+](=O)[O-])c1)c1cc2ccccc2o1	u	x
COc1ccc2c(C)c(C(=O)N3CC[C@@H](N4CCC(O)CC4)[C@H](O)C3)oc2c1	17.2%	-33.0
O=C(N/N=C/c1cccc(O)c1)c1ccc(NC(=O)C2CCCCC2)cc1	u	x
CN1C(C(=O)NCCc2cccs2)CC2Cn3c(nc4cc5ccccc5cc43)C21 (centres undefined)	-17.9%	-12.2
COC(=O)CN1C(=O)[C@H]2[C@@H](/C=C/c3ccccc3)N3C(=O)CN(CC4CC4)C(=O)[C@@]3(Cc3ccccc3)[C@H]2C1=O	-18.3%	3.6
COc1ccc(N2CCN(C(=O)CN(C3CCCCC3)S(C)(=O)=O)CC2)cc1	u	x
CCCCCNCC(=O)Nc1cccc(C(=O)Nc2cccc(C(F)(F)F)c2)c1	u	x
CCOC(=O)C1(Cc2cccc(Cl)c2)CCCN(C(=O)c2occc2C)C1 (centres undefined)	u	x
COCCNC(=O)c1onc(CSc2ccccc2)c1C(=O)NCCOC	u	x
